IDE cell activ: human IDE activators in live cells, primary screen, fluorescence polarization, HEK cells, FAbeta-B substrate; FAbeta-B cleavage; 0% vehicle, 100% cell-free pure enzyme wells; activation, % at 5.96 µM; actives 0.073% (n = 340,000); Insulin-degrading enzyme (Homo sapiens), P14735;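 active = activation above the mean of all tested compounds plus 3 SD, set per screening campaign, cut at about 17% in these data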
CRFBP-R2 block: antagonists of CRF-BP/CRF-R2 complex, primary screen, cell-based, HEK293, calcium dye fluorescence, uHTS; CRF-induced calcium fluorescence; inhibition, % at 11.8 µM; actives 0.59% (n = 350,000); AID 588475, 2011;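 active = inhibition of the ligand-induced calcium signal above about 50% at the single tested concentration, limit read from the data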
pCIP destab: p/CIP-EGFP fusion destabilizers, primary screen, fluorescence, F442A cells; 16 h; Q05BA5; actives 0.01% (n = 290,000); decrease of EGFP signal, % at 10 µM;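 active = EGFP signal decrease of at least 30% at 10 µM or well 3 SD below plate mean, unless failing retest; inactive = the rest, including hits failing retest or dose response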; also: some compounds called inactive have numbers as strong as hits; many of its hits are not listed in these tables
Target sequence (Q05BA5 1-1403): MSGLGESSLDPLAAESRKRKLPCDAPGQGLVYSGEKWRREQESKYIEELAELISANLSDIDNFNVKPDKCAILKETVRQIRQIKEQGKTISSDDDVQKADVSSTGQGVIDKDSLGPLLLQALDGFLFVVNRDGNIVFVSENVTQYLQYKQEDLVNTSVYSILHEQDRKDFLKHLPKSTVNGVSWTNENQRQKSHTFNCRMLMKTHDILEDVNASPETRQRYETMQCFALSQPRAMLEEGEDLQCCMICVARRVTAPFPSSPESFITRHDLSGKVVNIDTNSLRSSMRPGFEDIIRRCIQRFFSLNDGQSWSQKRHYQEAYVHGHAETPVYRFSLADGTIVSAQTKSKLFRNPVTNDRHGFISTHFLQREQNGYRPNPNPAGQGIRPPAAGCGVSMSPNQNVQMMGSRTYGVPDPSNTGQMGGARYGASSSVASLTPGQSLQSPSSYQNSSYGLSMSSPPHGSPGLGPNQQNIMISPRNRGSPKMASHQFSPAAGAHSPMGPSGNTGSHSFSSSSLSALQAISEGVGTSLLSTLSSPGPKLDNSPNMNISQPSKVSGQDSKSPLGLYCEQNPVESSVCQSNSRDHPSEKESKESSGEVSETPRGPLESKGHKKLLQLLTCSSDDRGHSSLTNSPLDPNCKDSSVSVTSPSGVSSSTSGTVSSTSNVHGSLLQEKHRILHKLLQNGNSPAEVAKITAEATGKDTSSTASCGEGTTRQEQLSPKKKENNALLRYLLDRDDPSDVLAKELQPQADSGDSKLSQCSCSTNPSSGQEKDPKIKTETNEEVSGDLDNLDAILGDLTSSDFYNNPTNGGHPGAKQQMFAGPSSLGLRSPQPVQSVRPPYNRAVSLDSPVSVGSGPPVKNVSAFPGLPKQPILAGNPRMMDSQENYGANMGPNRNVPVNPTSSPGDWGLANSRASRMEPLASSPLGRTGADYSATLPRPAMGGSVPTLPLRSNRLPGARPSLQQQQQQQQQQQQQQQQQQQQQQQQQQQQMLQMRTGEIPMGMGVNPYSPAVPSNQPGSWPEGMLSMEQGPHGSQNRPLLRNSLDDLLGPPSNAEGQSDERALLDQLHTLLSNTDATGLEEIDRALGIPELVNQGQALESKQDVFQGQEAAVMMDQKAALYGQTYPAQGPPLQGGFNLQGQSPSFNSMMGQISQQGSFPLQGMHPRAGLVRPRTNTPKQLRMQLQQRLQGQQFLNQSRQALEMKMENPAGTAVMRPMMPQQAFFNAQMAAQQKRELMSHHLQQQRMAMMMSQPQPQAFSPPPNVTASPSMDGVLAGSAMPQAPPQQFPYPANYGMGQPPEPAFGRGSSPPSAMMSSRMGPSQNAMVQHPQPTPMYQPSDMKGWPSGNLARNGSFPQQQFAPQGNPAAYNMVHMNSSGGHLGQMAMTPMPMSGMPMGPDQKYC
SUMO HTRF inh: inhibitors of in vitro SUMOylation cascade, primary screen, biochemical, HTRF, uHTS; AID 2006, 2009; SUMO-conjugating enzyme UBC9 (Homo sapiens), P63279; actives 0.36% (n = 290,000); HTRF SUMOylation assay, SAE1/SAE2 + UBC9; inhibition, % at 35 µM; in the data active = inhibition above about 50%, passing the limit was not always enough; also: strong numbers were not always called active
IMP-1 inhibitor: IMP-1 metallo-beta-lactamase inhibitors, primary screen, biochemical, epi-absorbance readout, Pseudomonas aeruginosa enzyme; purified IMP-1, nitrocefin hydrolysis, epi-absorbance fluorescence; inhibition, % at 5.6 µM; actives 0.45% (n = 290,000); AID 1556, 2009;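 active = inhibition above the mean plus 3 SD of all compounds in the same screening run, cut at about 4.5% in these data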;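 also: 0% = IMP-1 with DMSO and 100% = DMSO wells lacking enzyme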
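System: Purified IMP-1 | Read-out basis: Percent enzyme inhibition | Controls: IMP-1 with DMSO as 0%, enzyme-free DMSO as 100% | Replicates: One well per compound | Doses: 5.6 µM nominal single concentration | Detection: Epi-absorbance fluorescence, 480 nm excitation, 530 nm emission | Incubation: 25 °C, 15 min preincubation, 25 min reaction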
GalR3 antagonist: GalR3 antagonists in HEK293 cells, primary screen, cell-based, fluorescence readout; Galanin receptor type 3 (Homo sapiens), O60755; HEK293 GalR3-CNG cAMP membrane potential fluorescence; galR3 body fused to GalR1 C-terminus; inhibition, % at 3 µM; actives 0.44% (n = 360,000); AID 651719, 2012;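 active = inhibition above the screen-wide average plus 3 SD, cut at about 13% in these data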;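 also: forskolin and galanin both at EC90 stimulate the cells; cAMP rise reported by CNG channel membrane potential dye signal; 0% = forskolin plus galanin with DMSO and 100% = forskolin alone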
HCV NS3 hel inh: inhibitors of HCV NS3 helicase, primary screen, biochemical, Cy5 molecular beacon fluorescence | Hepatitis C virus NS3 helicase | NS3 helicase DNA unwinding | inhibition, % at 10.9 µM | actives 0.56% (n = 290,000);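 active = inhibition above the mean of all tested compounds plus 3 SD, set per campaign, cut at about 35% in these data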;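 also: 0% = DMSO wells and 100% = thioflavine S control wells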
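System: HCV NS3 helicase fragment; control set: DMSO and thioflavine S; technique: Cy5 fluorescence at 0 and 60 min, beacon hairpin quenching; reagent: beacon DNA duplex substrate plus ATP; replicates: singlicate; schedule: 1 h reaction at 25 °C, ATP-initiated; medium: MOPS buffer pH 6.5 with MgCl2, DTT, Tween20, BSA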
IDE inh: human IDE inhibitors in live cells, primary screen, fluorescence polarization, HEK cells, FAbetaB substrate; Insulin-degrading enzyme (Homo sapiens), P14735; FAbetaB cleavage; inhibition, % at 5.59 µM; actives 0.41% (n = 320,000); AID 434962, 2010;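 active = percent inhibition above the average of all tested compounds plus 3 SD, set per screening campaign, cut at about 16% in these data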;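 also: IDE supplied by intact live HEK cells; FP after avidin binding of uncleaved biotin substrate so inhibition keeps polarization high; 0% = DMSO wells and 100% = 60 µM reference IDE inhibitor Ii1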
VIM-2 inh: VIM-2 metallo-beta-lactamase inhibitors, primary screen, biochemical, epi-absorbance readout, Pseudomonas aeruginosa enzyme. actives 0.89% (n = 290,000). purified VIM-2, nitrocefin hydrolysis, epi-absorbance fluorescence. inhibition, % at 5.6 µM. AID 1527, 2009;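 active = inhibition above the mean of all tested compounds plus 3 SD, cutoff set per screening run, cut at about 7.5% in these data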;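 also: red hydrolysis product quenches plate fluorescence so inhibitors raise well fluorescence; 0% = enzyme with DMSO and 100% = DMSO without enzyme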
* = called active by the depositor; x = not tested or not shown.

structure | IDE cell activ | CRFBP-R2 block | pCIP destab | SUMO HTRF inh | IMP-1 inhibitor | GalR3 antagonist | HCV NS3 hel inh | IDE inh | VIM-2 inh
CC(C)OC(=O)COc1cc(O)c2c(=O)cc(-c3ccccc3)oc2c1 | 3.6 | -0.4 | -8.8 | 3.0 | -3.2 | -1.6 | -1.1 | 0.4 | 0.8
CSc1ccc(C(=O)C2CCCN(C(=O)CCc3c(C)nn(C)c3C)C2)cc1 (stereo unspecified) | -1.2 | -10.9 | -26.8 | 8.0 | -0.1 | 86.3* | 3.7 | -3.5 | -1.0
CN(C(=O)CSc1ncnc2scc(-c3ccccc3)c12)C1CCS(=O)(=O)C1 (stereo unspecified) | -1.4 | -9.3 | -7.8 | 1.7 | -1.8 | -4.0 | -11.5 | 6.7 | -2.1
Cc1cccc(/C(N)=N/OC(=O)COc2ccc(Cl)cc2)c1 | 7.6 | 1.9 | 24.2 | -12.0 | 0.4 | -4.0 | 10.1 | 2.5 | 1.0
COc1ccc(CCN2CCCn3c2nc2c3c(=O)n(CC(C)C)c(=O)n2C)cc1OC | 4.8 | 10.1 | 0.3 | 3.1 | -1.8 | 1.7 | 6.9 | x | -1.0
NC(=O)c1ccc(NC(=O)COC(=O)C2CC(=O)N(Cc3ccccc3)C2)cc1 (stereo unspecified) | 2.1 | 7.7 | -2.2 | 7.7 | -1.9 | 2.5 | 4.1 | 2.3 | -2.8
Cc1cccc2sc(NC(=O)CSCc3ccccc3)nc12 | 2.8 | -4.3 | -0.6 | 9.0 | -0.1 | -5.6 | -3.6 | 7.0 | -2.6
Cc1nn(C)c(C)c1C1Nc2ccccc2C(=O)N1O (stereo unspecified) | 1.9 | -17.1 | -27.7 | -5.6 | -5.5 | -3.0 | 6.6 | -0.5 | -1.8
O=C(CSC1=Nc2ccccc2C2CC=NN12)NCc1ccco1 (stereo unspecified) | -1.6 | -6.8 | x | x | x | 0.8 | x | 1.0 | x
O=C(Cc1ccccc1)c1c[nH]c(C(=O)NCCCN2CCOCC2)c1 | -2.6 | -4.8 | 1.0 | 12.2 | -2.9 | -0.9 | 1.6 | -2.8 | 1.5
COC(=O)[C@H](Cc1ccccc1)NC(=O)Cn1cnc2c(OCc3ccccc3)ncnc21 | 5.7 | 10.3 | x | x | x | -4.9 | x | -3.2 | x
CCSc1nnc(Nc2ccc(C)cc2)s1 | 6.4 | -35.0 | 15.1 | -13.4 | -1.6 | -4.3 | -2.7 | 2.9 | -2.4
COc1cc2nc(=S)n3[nH]c(CCn4nc(C)cc4C)nc3c2cc1OC | 9.3 | 23.3 | -7.9 | 10.1 | -4.1 | -4.3 | 9.5 | -2.9 | 2.8
Cc1ccsc1/C=C1/SC(N2CC(C)OC(C)C2)=NC1=O (stereo unspecified) | 4.0 | 8.9 | -14.6 | -7.3 | -2.0 | -1.9 | 0.4 | 5.1 | 1.1
CCn1c(N2CCN(CC(=O)c3c[nH]c4ccccc34)CC2)nc2c1c(=O)[nH]c(=O)n2C | -2.3 | -0.2 | 1.8 | -0.9 | -1.3 | -1.7 | 1.6 | 3.2 | -0.2
COc1cccc(C(=O)N2CCN(C(=O)c3cccc(F)c3)CC2)c1 | -1.9 | -12.1 | -9.5 | -19.7 | -3.1 | -0.5 | 8.0 | 0.2 | -1.2
Cc1ccc(-c2nn(C)c(=O)c3ccccc23)cc1CNC(=O)Cn1nc(-c2ccccc2)c2ccccc2c1=O | x | x | 3.8 | 30.8 | -2.9 | x | 0.7 | x | -1.3
COc1cc(Nc2nc(-c3ccccc3)c3cc(C)ccc3n2)cc(OC)c1OC | -0.9 | -77.8 | 0.5 | -12.9 | -3.3 | -2.5 | 12.8 | 0.0 | -0.5
CN(CC(=O)Nc1c(Cl)cccc1Cl)C(=O)c1ccccc1Cc1ccccc1 | 1.5 | -5.5 | x | x | x | -4.4 | x | 0.9 | x
O=C1CC2(CCN(C(=O)C3CC(=O)N(c4ccc(F)cc4)C3)CC2)Oc2ccccc21 (stereo unspecified) | -0.9 | 9.1 | x | x | x | 1.6 | x | -1.3 | x
CCNC(=O)C(CC(C)C)NC(=O)C(CO)NC(=O)C1CCC(=O)N1 (stereo unspecified) | -4.0 | 6.1 | -7.4 | 24.0 | -3.0 | -3.7 | -14.6 | -2.0 | -1.2
CCOC(=O)C1=C(COC(=O)CCOc2ccccc2C)NC(=O)NC1C (stereo unspecified) | 0.2 | -1.0 | x | x | x | -5.8 | x | 8.8 | x
CC(=O)C1=C(O)C(=O)N(Cc2ccccc2)C1c1ccc([N+](=O)[O-])cc1 (stereo unspecified) | 1.2 | x | 0.4 | 11.1 | 0.5 | -8.8 | 8.1 | -5.0 | -1.0
COc1ccccc1CNC(=O)CN1C(=O)NC(Cc2ccccc2)(c2ccccc2)C1=O (stereo unspecified) | 6.3 | 0.1 | x | x | x | -0.4 | x | 4.5 | x
Cc1cc(Cl)c(S(=O)(=O)NC(C(=O)O)c2ccccc2)cc1OCC(N)=O (stereo unspecified) | 4.6 | 4.5 | -0.9 | 4.6 | 1.3 | -4.9 | -3.6 | -1.8 | -2.6
COc1ccc(/C(=C/c2ccc(OC(F)F)c(OC)c2)C(=O)O)cc1OC | -1.3 | 4.5 | 1.1 | 10.3 | -2.8 | -1.8 | -1.9 | -0.5 | -0.8
Nc1nc(-c2cccs2)cs1 | 2.8 | -5.7 | -0.2 | -18.9 | -0.8 | x | 3.7 | -3.2 | -0.8
CC(=O)c1ccccc1C(=O)N1CCC(n2nccc2NC(=O)C2CC2)CC1 | 2.8 | 3.1 | -7.8 | 0.5 | -3.2 | -0.5 | 4.1 | x | -1.9
COc1cccc(CC(NC(C)=O)C(=O)NC2CCN(C(=O)c3ccc(Cl)cc3)CC2)c1OC (stereo unspecified) | 1.2 | 13.3 | -6.8 | -6.6 | -2.7 | -8.3 | -2.3 | 2.2 | -3.4
CC(=O)N(C)c1ccc(NS(=O)(=O)c2cccc3nsnc23)cc1 | 3.0 | 7.8 | -2.8 | -1.5 | -0.9 | -2.5 | 1.6 | -1.6 | 0.8
Cc1ccc(C)n1-c1cccc(S(=O)(=O)N2CCOCC2)c1 | 2.6 | -3.1 | 0.8 | 7.1 | -0.8 | -6.4 | 10.6 | -1.1 | 1.9
O=C(NCc1ccco1)c1ccc(COc2cccc3ccccc23)cc1 | 0.0 | 44.7 | 3.4 | -7.0 | -2.2 | -0.5 | 9.1 | -1.1 | -1.9
COc1ccc2oc(C(=O)OCC(=O)NCc3ccccc3OC)c(C)c2c1 | -0.2 | -7.0 | x | x | x | -6.1 | x | -7.4 | x
CCCc1cc(=O)oc2cc(OC3CCCCC3=O)ccc12 (stereo unspecified) | 7.6 | -12.1 | 3.8 | 6.7 | -4.8 | -7.0 | -4.9 | x | -2.8
Cc1ccnc2nc(C(=O)OCC(=O)c3ccccc3)nn12 | 1.2 | 12.5 | x | x | x | -3.3 | x | 1.5 | x
COc1ccc(/C=N/NC(=O)c2ccoc2C)cc1COc1c(C)cccc1C | -0.4 | 12.8 | -5.6 | -21.3 | -1.8 | 9.2 | -16.0 | 3.6 | -1.7
O=C(Nc1ccccc1)/C(=C/c1ccc2c(c1)OCO2)NC(=O)c1ccco1 | 0.3 | 19.6 | 3.1 | -27.9 | -4.6 | -10.3 | -5.4 | -2.5 | -5.7
Cc1cc(-c2nnc(SCc3ccccn3)o2)no1 | -1.1 | 7.2 | -14.1 | 24.0 | -1.4 | -0.1 | 4.4 | 0.1 | -0.2
O=c1cc(N2CCc3ccccc32)[nH]c(=O)n1-c1ccc(Br)cc1 | 6.4 | 5.1 | -14.0 | -0.7 | -3.3 | -1.4 | 8.3 | 1.8 | -2.9
CCC(CO)n1c(SCc2cc([N+](=O)[O-])cc3c2OCOC3)nc2ccccc2c1=O (stereo unspecified) | 1.6 | -18.0 | -9.7 | -10.6 | -2.3 | -9.9 | -10.2 | 3.6 | -0.5
O=C(c1ccc(Cl)c(S(=O)(=O)N2CCCCCC2)c1)N1CCOCC1 | 2.7 | -15.2 | 0.6 | 7.2 | -2.1 | 2.5 | 8.6 | -3.6 | -1.1
Cc1cc(C(F)(F)F)nc(SCC(=O)NC2CCCCC2)n1 | 3.1 | -0.9 | -3.5 | 1.7 | -2.9 | -6.5 | 5.7 | 4.3 | -3.5
COc1cccc(OC)c1C(=O)OCC(=O)N1CCC(Cc2ccccc2)CC1 | -3.6 | 7.5 | x | x | x | -2.8 | x | 0.9 | x
COc1cc(C)nc(OCCNS(=O)(=O)c2cc(C)ccc2C)n1 | 6.1 | 1.1 | -5.1 | 2.8 | 0.4 | 3.1 | 0.1 | 2.7 | 3.0
Cn1cc(/C=C(\NC(=O)c2ccccc2)C(=O)NCCN2CCOCC2)c2ccccc21 | 2.7 | -2.9 | -3.0 | 1.6 | -0.1 | -5.9 | -4.2 | -1.5 | -1.3
CCC(=O)Nc1ccc(C2C(=O)c3ccccc3C2=O)cc1 | -1.5 | 15.2 | -8.5 | -1.2 | -0.2 | -3.7 | -2.7 | -3.2 | -0.8
CCN(CC)CCn1c2c(c(SCC(=O)NCc3ccccc3)nc1=O)CCCC2 | 0.0 | -7.3 | x | x | x | 6.4 | x | 6.9 | x
O=C(CN1CCN(C(=O)c2ccccc2)CC1)Nc1ccc(Br)cn1 | 6.0 | -4.9 | -14.0 | 12.9 | -2.5 | 4.9 | -1.2 | 1.9 | -2.5
NS(=O)(=O)c1ccc(NC(=O)COC(=O)CCC2CCCC2)cc1 | 1.3 | -3.6 | 6.6 | 10.4 | -4.4 | -1.8 | -2.5 | -0.1 | -1.3
O=C(c1cc2cc(Cl)ccc2[nH]1)N1CCN(c2ccccc2F)CC1 | 2.4 | -37.2 | 2.9 | 0.2 | 1.6 | -6.6 | -9.2 | -1.0 | 1.2
O=C(NCCCN1CCOCC1)C1(c2ccccc2)CCCC1 | -2.4 | -5.4 | -3.5 | 23.1 | -0.6 | -2.4 | 10.5 | 3.3 | -1.6
CN(C1=NS(=O)(=O)c2ccccc21)c1ccc(OC(=O)c2ccccc2)cc1 | 3.7 | -38.5 | -4.7 | 6.2 | -0.2 | -6.8 | -10.3 | 4.9 | 1.6
CC(C)c1cc(C(C)C)c(S(=O)(=O)NNC(=O)c2ccncc2)c(C(C)C)c1 | 1.0 | -27.3 | -15.5 | 2.6 | 0.2 | -11.2 | 7.2 | 5.3 | -3.0
